Assay outcomes as filed in PubChem.
All columns: NCI-60 one-dose screen, growth in % after 48 h at 10 µM unless noted; 100 = growth as untreated, 0 = no growth, -100 = all killed.
SR: SR leukemia cells | hit rate 8.7% among 73,000 | AID 1794780
RPMI-8226: RPMI-8226 leukemia cells; hit rate 7.5% among 77,000; AID 1794781
K-562: K-562 leukemia. hit rate 7.4% among 78,000
HOP-62: HOP-62 NSCLC; hit rate 3.9% among 80,000; AID 1794735
CCRF-CEM: CCRF-CEM leukemia; hit rate 7% among 77,000; AID 1794778
MOLT-4: MOLT-4 leukemia cells; hit rate 6.9% among 80,000
MDA-MB-435: MDA-MB-435 melanoma | hit rate 7.8% among 82,000
HOP-92: HOP-92 NSCLC cells; hit rate 6.3% among 71,000
* = called active by the depositor; . = not tested or not shown; & = joins results of further samples; [ ] = another dose, or the depositor's remark. How the source made its calls: active means growth percent below 10; inactive means the rest.

SMILES	SR	RPMI-8226	K-562	HOP-62	CCRF-CEM	MOLT-4	MDA-MB-435	HOP-92
NS(=O)(=O)c1ccc(Nc2nc(SCc3ccc([N+](=O)[O-])cc3)nc3ccccc23)cc1	64	78	63	90	80	75	94	76
Cn1cc(C2=C(c3coc4cc(Br)ccc34)C(=O)NC2=O)c2ccccc21	30	99	27	71	63	53	8.2*	93
C#CC(N)=O	90	104	99	104	96	97	103	.
N=c1c2c(-c3ccccc3)c(-c3ccccc3)oc2ncn1NC(=O)c1ccncc1	85	90	85	104	94	82	105	74
C=C[C@]1(C)C[C@@H](OC(=O)CSC2CC3CCC(C2)N3C)[C@]2(C)C(C)CCC3(CCC(=O)C32)[C@@H](C)[C@@H]1O (stereo not given in full)	97	53	.	.	54	90	93	71
CCCNC(=O)Oc1ccc(/C(=C(\C)c2ccccc2)c2ccc(OCCN3CCCCC3)cc2)cc1	9.2*	58	10	82	72	60	79	81
O=C(Nc1ccccc1F)Nc1ccccc1Cl	.	79	56	92	87	69	97	97
COc1c(CCCO)cc2c(c1OC)OCO2	.	110	99	115	102	109	100	107
O=C(c1cc2ccccc2c(=O)o1)c1cc2ccccc2c(=O)o1	96	99	100	130	110	107	101	80
CC(C)N(C(=O)c1ccc([N+](=O)[O-])cc1)C(C)C	101	100	102	89	99	103	107	88
O=C(O)C1CCCCN1c1nc(Cl)nc(Cl)n1 (stereo not given)	118	109	103	101	105	104	.	106
CC(C)c1ccc(C(C(C(=O)c2ccccc2)N2CCOCC2)N2CCOCC2)cc1 (stereo not given)	90	99	94	104	.	94	101	73
CC(C)(C)c1ccc(C(=O)Nc2sc3c(c2C#N)CCC(=O)C3)cc1	4.4*	-8.6*	9.5*	50	8.5*	11	6.8*	-25*
O=C(O)COc1ccccc1O	109	96	104	77	83	108	101	95
O=C(Nc1cccc(-c2ccc(N3CCOCC3)nn2)c1)Nc1cccc(C(F)(F)F)c1	60	31	46	77	26	23	70	59
ClC1=C(Cl)C(Cl)=C(Cl)C1=Cc1ccccc1	4.4*	-23*	1.0*	-33*	8.5*	2.9*	-54*	-49*
C[C@@H]1CC[C@@H]2[C@H]1[C@@H](OC(=O)/C=C/c1ccccc1)[C@@]1(c3ccccc3)C[C@H](NC(=O)CO)[C@]2(C)O1	79	82	87	94	95	70	97	57
CSc1nc2[nH]c(=O)[nH]c2c(=O)[nH]1	.	103	113	110	103	108	113	83
O=C(CSC1CCc2ccccc21)NNC(=O)Nc1ccc(Cl)cc1 (stereo not given)	87	69	55	98	87	79	117	84
C/C(=C(/c1ccc(O)cc1)c1ccc(OCCN2CCCC2)cc1)c1ccc(Cl)cc1	.	-4.7*	.	63	44	.	20	50
O=c1nc(Nc2cccc(Cl)c2)oc2cc(Cl)oc(=O)c12	2.5*	27	82	82	57	21	86	47
NS(=O)(=O)c1ccc(N2N=C(c3ccc(NC(=O)Nc4ccccc4)cc3)CC2c2ccc(Br)cc2)cc1 (stereo not given)	13	4.1*	17	-70*	0.4*	9.3*	-94*	-87*
CCCCCCCCCCN(CCCCCCCCCC)CC(=O)c1ccc2cc(Br)c3ccccc3c2c1	-29*	-33*	-47*	96	.	-40*	33	-77*
O=C(O)c1ccc(-n2cc(/C=N/Nc3ccc(Br)cc3)c(-c3ccc(F)cc3F)n2)cc1	77	46	24	90	59	75	103	90
Cc1c(O)cccc1[N+](=O)[O-]	.	103	108	89	106	98	105	101
COc1ccc([C@@H]2[C@H](C(=O)Nc3cccc4c3CCCC4)c3ccccc3C(=O)N2c2ccc(OC)cc2)cc1	85	80	99	99	89	83	102	79
Cc1ccccc1N=Nc1c(C)cccc1C	88	96	93	81	90	81	101	88
C/C=C(/C)C(=O)O[C@H]1CC[N+]2([O-])CC=C(COC(=O)[C@@](O)([C@H](C)OC)C(C)(C)O)[C@H]12 (stereo not given in full)	101	99	98	91	91	97	104	93
CCCC(O)CN (stereo not given)	122	107	126	.	120	122	104	86
O=C(Sc1ccc(Cl)cc1)c1ccc(Cl)cc1	100&75	94&98	101&79	112&135	17&49	52&48	100&101	111
Cc1cccc2c(=O)c3c(sc12)c(Cl)nc1ccccc13	97	98	107	81	101	102	112	78
COc1ccc(C(=O)c2cc(C(C)=O)c3cc(N(C)C)ccn23)cc1OC	45	86	82	82	77	79	97	108
CCN(CC)CCNc1ncnc2c1cnn2-c1ccc(Cl)cc1	.	97	45	114	51	93	-35*	.
CSC[C@H](NC(=O)COc1cccc2cnccc12)C(=O)NC(Cc1ccccc1)C(O)C(=O)N1CSC[C@H]1C(=O)NC(C)(C)C (stereo not given in full)	84	102	107	110	111	101	103	.
CC(=O)Nc1c(Cl)cc2c(c1Cl)Cc1ccccc1-2	101	.	104	107	102	93	122	88
CCN(CC)CCNC(=O)c1c(C)[nH]c(/C=C2\C(=O)Nc3cc(NC(=O)NC(=O)c4ccc(OC)cc4F)ccc32)c1C	11	76	11	109	42	38	110	95
O=C(CSc1nnc(-c2cnccn2)n1-c1ccccc1)c1ccccc1	79	92	84	90	92	76	107	81
COc1ccc2[nH]c(=O)cc(-n3ncc(C(C)=O)c3C)c2c1	91	88	98	82	95	95	105	68
Cc1ccc(S(=O)(=O)N2C/C(=C\c3c(Cl)cccc3Cl)C(=O)/C(=C/c3c(Cl)cccc3Cl)C2)cc1	71	83	82	94	73	69	94	73
COc1ccc(Oc2ccc(C3CC(c4ccc(OC)c(OC)c4)=NN3C(C)=O)cc2)cc1 (stereo not given)	100	.	70	72	86	80	.	71
O=C(/C=C/c1ccc(F)cc1)c1ccc(Nc2nc(NCCO)nc(N3CCOCC3)n2)cc1	20	25	56	87	90	77	81	101
OCc1cnccc1NCCCCOc1ccc(Oc2ccccc2)cc1	32	25	.	72	54	45	60	43
O=C(c1ccccc1)C(c1ccccc1)C(Cl)c1ccccc1 (stereo not given)	68	81	77	93	66	66	89	65
O=C1c2cccc(Cl)c2C(=O)c2cccc(Cl)c21	98	107	98	96	101	107	104	.
CCc1ccc(-c2ccc(COc3ccc(CC4SC(=O)NC4=O)cc3)cc2)cc1 (stereo not given)	46	58	35	84	61	59	58	61
CSc1nc(-c2ccco2)c2c(N)[nH]nc2n1	76	109	86	85	111	83	115	109
C=CCN1C(=O)[C@@]2(Oc3ccccc3[C@H]3CC(c4ccc(Br)cc4)=NN32)c2ccccc21	.	47	43	62	46	47	79	59
OCCOc1ccc2ccccc2c1	100	106	102	92	100	107	105	108
O=C(O)C1C=Cc2ccccc2N1C(=O)c1ccccc1 (stereo not given) (tested in a mixture with another compound)	84	.	90	.	99	88	100	95
O=C1c2cc([N+](=O)[O-])ccc2-c2ccc([N+](=O)[O-])cc21	81	94	90	96	85	86	109	94
CN(C)CCCNc1c2ccc(Cl)cc2nc2c1oc1ccc(Cl)cc12	-12*	-27*	-6.6*	48	2.2*	-4.9*	-74*	22
O=C1Nc2ccccc2/C1=C/c1ccc(COCC2CO2)n1-c1ccc(O)cc1 (stereo not given)	100	96	107	105	89	99	103	124
COc1ccc(-n2c(SCc3n[nH]c(=S)o3)nc3cc(OC)c(OC)cc3c2=O)cc1	91	114	100	101	102	92	103	107
O=C1C2CCCN2C(=O)c2ccccc2N1Cc1cn(-c2ccccc2Cl)nn1 (stereo not given)	113	108	104	102	109	106	96	114
CN1CCN(C2=Nc3cc(Cl)ccc3Nc3ccccc32)CC1	95	94	78	99	104	89	92	74
CCCc1ccc(N)cc1	112	100	93	97	95	92	103	92
CCOC(=O)Nc1cccc2c1-c1ccc([N+](=O)[O-])cc1C2=O	84	.	96	.	90	89	111	94
O=C(Nc1ccc(Oc2ccc(F)cc2)c(Cl)c1)c1ccnnc1	103	66	80	98	79	88	90	83
CN(c1ccccc1)c1ccccc1	86	104	101	97	112	84	114	96
Cc1c2n(c3ccccc13)Cc1cnnn1C(C(=O)c1ccc(Br)cc1)=C2	.	92	110	84	106	82	99	66
The listing continues.
SMILES	SR	RPMI-8226	K-562	HOP-62	CCRF-CEM	MOLT-4	MDA-MB-435	HOP-92
N#Cc1ccccc1C#Cc1ccccc1C#Cc1ccc(OCCCCCCOc2ccc(C#Cc3ccccc3C#Cc3ccccc3C#N)cc2)cc1	113	108	97	103	3.2*	103	107	92
C/C(Cc1ccc(Cl)cc1)=C(\c1ccc(OCCN2CCCCCC2)cc1)c1ccc(OC(=O)C2CCCCC2)cc1	-0.5*	37	11	82	55	26	59	29
BrCC1OCC2(CCCCC2)O1 (stereo not given)	.	100	124	99	.	119	96	90
COC(=O)c1cc(I)ccc1O	96	104	.	95	93	107	97	106
CC(=O)O[C@H]1C[C@@]2(C)[C@@H](CC(=O)[C@H]3[C@@]4(C)CCC(N5CCCC5)[C@@H](C)[C@@H]4CC[C@@]32C)/C1=C(\CCC=C(C)C)C(=O)O (stereo not given in full)	98	103	99	99	99	92	99	101
COc1ccc(-c2cnc3c(-c4cccc5cnccc45)cnn3c2)cc1	.	41	.	55	59	.	63	63
N#CC(C#N)=C(O)/C(=C/c1ccc(Cl)cc1Cl)NC(=O)c1ccccc1	.	87	76	92	55	72	82	71
O=C(Nc1cccc(Br)c1)Oc1ccc(Cl)c2cccnc12	7.2*[100 µM]	3.3*[100 µM]	10[100 µM]	31[100 µM]	11[100 µM]	2.0*[100 µM]	30[100 µM]	41[100 µM]
O=C(N/N=C/c1ccc(OCc2ccccc2)cc1)c1cnn2c1NC(c1ccccc1)C2 (stereo not given)	88	103	92	82	108	94	97	112
Nc1cccc(OCc2cccc([N+](=O)[O-])c2)c1	86	90	77	96	73	74	97	96
CCN(CC)S(=O)(=O)c1ccc(O)c(NC(=O)c2[nH]c(C)c(C(C)=O)c2CCc2ccc(Cl)cc2)c1	32	28	30	49	62	28	43	38
O=C1C=C(O)C(=O)C=C1O	98	.	103	98	.	91	109	.
NCC(=O)NO	112	103	136	91	100	116	104	85
Cc1ccc(C(F)(F)F)cc1N1CCN(C(=O)[C@@H]2C[C@@H]2c2cccc(S(F)(F)(F)(F)F)c2)CC1	63	37	53	99	73	64	94	62
Clc1ccc(C2=NN3C(C2)c2ccccc2OC3c2ccc3noc(-c4ccccc4)c3c2)cc1 (stereo not given)	101	107	98	91	103	101	107	87
CCOC(=O)Nc1ccc(C(=O)/C=C/c2ccccc2)cc1	.	19	24	90	92	79	45	70
Cc1cn(C2CCCCO2)c(=O)[nH]c1=O (stereo not given)	111	102	114	103	96	99	110	97
CCOC(=O)c1c(Nc2ccccc2)nn2c(-c3ccco3)ccnc12	79	89	97	102	96	105	95	60
O=c1ccc2c(ccc3ncc4c(=O)[nH]cnc4c32)o1	107	97	.	99	114	104	110	75
COc1ccc(C(=O)CSc2nc(Nc3ccc(S(N)(=O)=O)cc3)c3ccccc3n2)cc1	75	94	94	106	96	94	100	108
COC(=O)C1=C(C(=O)OC)C2C=CC1C1C(OC(C)=O)C(OC(C)=O)C21 (stereo not given)	95&92	88&100	101&99	109&109	101&97	110&96	110&110	90&95
CCC(\C=N/N=C(N)/C(N)=N/N=C\C(CC)CC)CC	105	106	105	105	105	101	117	.
Nc1ccc2c(c1)Cc1cc(N)c(Br)cc1-2	.	.	100	93	82	94	102	.
Cc1ccc2nc(CC(O)(c3ccccc3)c3ccccc3)ccc2c1	83	59	56	104	72	62	75	45
O=C(CSCc1ccc([N+](=O)[O-])cc1)c1ccc(Br)cc1	86	93	92	82	89	85	95	.
CCOc1c(C#N)c(Nc2ccc(S(N)(=O)=O)cc2)c(C#N)c2nc(=O)ncn12	95	109	102	105	106	94	103	102
CCOC(=O)Oc1ccc(-c2noc(=O)[nH]2)cc1	102	108	101	100	102	103	101	88
O=C1/C(=C/c2cccc3ccccc23)Oc2cc(O)ccc21	103	106	92	97	104	96	104	97
COC(=O)[C@H](Cc1c[nH]c2ccccc12)NC(=O)CCCCOc1cc(O)c2c(=O)cc(-c3ccccc3)oc2c1	78	78	67	106	94	69	109	109
Cc1nn(-c2nc3ccccc3[nH]2)c2c1C(c1ccc(O)cc1)CC(=O)N2 (stereo not given)	54	101	98	93	18	-14*	104	99
